Compound activity from PubChem BioAssay.
HSF-1 act: increases HSF-1 driven luciferase reporter signal. activation, % at 9 µM. NIH3T3-HGL HSF-1 luciferase reporter, MG132, 8 h; 100% = twice DMSO control signal. 1.7% of 300,000 active;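 active = mean replicate activation of at least 50% with a set share of replicates each reaching 50%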;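 also: 0% = median of the neutral control wells and 100% = twice that signal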
Platelet DG rel: modulates dense granule release in human platelets; human platelet-rich plasma, SFLLRN dense granule ATP release, luminescence; inhibition, %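 (compounds screened at 7.5 µM in platelet-rich plasma)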; 0.22% of 300,000 active; AID 1663;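 active = mean replicate score, as percent of positive control, at or above 50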
HSP90 inh: inhibitors of HSP90 luciferase refolding in rabbit reticulocyte lysate. luciferase refolding luminescence, 3 h. inhibition, % at 5.6 µM. 0.91% of 290,000 active. AID 1789;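 active = inhibition above the screen-wide mean plus 3 SD, computed separately per campaign, cut at about 16% in these data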;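 also: 0% = DMSO wells and 100% = 60 µM geldanamycin wells; inhibitors lower the luminescence because luciferase stays unfolded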
PolyA inh: inhibitors of polyadenylation in S. cerevisiae. S. cerevisiae SKY197-pL101 polyadenylation reporter, beta-gal luminescence; efflux-impaired pdr1/pdr3 knockout yeast; score 100 = 6 SD above DMSO. calls only at 12 µM. 0.02% of 300,000 active. AID 1875;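 active = lowest replicate activity score at least 50, where 100 means six control SD above control mean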;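 also: yeast exposed to compound for 9 h at 30 °C; higher score means more reporter readthrough which indicates perturbed polyadenylation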
GSK3B inh: blocks human GSK3beta kinase activity; 0.038% of 300,000 active; AID 2097; activity score (negative = inhibition), % at 10 µM; GST-GSK3beta kinase, ADP-Glo luminescence, 60 min; hits give low values;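 active = more than half of replicate wells score below -50%, meaning over 50% inhibition versus plate controls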;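 also: 0% = median DMSO wells and -100% = median GW8510 positive control wells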
Target sequence (P49841 whole entry, looked up): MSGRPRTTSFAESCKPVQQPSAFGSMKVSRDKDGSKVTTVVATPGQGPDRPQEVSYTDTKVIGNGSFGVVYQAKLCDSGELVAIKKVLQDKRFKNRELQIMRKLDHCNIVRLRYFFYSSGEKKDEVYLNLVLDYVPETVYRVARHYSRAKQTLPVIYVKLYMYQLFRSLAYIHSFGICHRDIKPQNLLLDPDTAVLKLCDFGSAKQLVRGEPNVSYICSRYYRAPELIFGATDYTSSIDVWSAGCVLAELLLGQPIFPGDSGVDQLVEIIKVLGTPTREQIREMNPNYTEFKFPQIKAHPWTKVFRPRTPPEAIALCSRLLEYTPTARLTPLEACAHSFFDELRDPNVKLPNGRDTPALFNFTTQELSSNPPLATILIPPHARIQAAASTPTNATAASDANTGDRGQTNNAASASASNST
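Assay system: GST-tagged human GSK3beta kinase, cell-free; Input: 1.6 ng GSK3beta; Medium: Tris/MgCl2 kinase buffer; Timing: 60 min enzyme reaction, room temperature; Signal: ADP-Glo luminescence quantifying ADP generated by kinase; Evaluation: score relative to plate controls; Benchmarks: DMSO neutral wells and GW8510 at 20 µM as positive.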
GSK3 alpha inh: human GSK-3 alpha kinase inhibition; P49840; ADP-Glo luminescence, 60 min; inhibition, % at 10 µM; 0.1% of 320,000 active;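 in the data active = inhibition above about 50%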;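 also: GST-tagged GSK-3 alpha with peptide substrate and 25 µM ATP; 0% = DMSO neutral wells and 100% = GW8510 positive control wells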
Target sequence (P49840 whole entry, looked up): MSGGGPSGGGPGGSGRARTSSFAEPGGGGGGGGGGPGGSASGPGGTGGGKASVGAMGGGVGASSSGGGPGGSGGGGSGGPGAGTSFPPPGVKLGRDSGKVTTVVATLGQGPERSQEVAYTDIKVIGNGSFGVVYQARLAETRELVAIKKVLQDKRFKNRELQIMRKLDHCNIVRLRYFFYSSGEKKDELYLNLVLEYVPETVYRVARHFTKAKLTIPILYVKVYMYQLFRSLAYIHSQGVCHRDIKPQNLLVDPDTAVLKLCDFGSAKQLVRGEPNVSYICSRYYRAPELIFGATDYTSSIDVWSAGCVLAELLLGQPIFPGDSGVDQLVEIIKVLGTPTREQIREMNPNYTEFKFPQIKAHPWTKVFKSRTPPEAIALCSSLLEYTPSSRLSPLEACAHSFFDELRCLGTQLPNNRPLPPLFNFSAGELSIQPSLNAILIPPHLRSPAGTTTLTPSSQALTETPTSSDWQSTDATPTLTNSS
Dyrk1A ADPGlo: Dyrk1A (rat) kinase inhibition; inhibition, % at 12.5 µM; 0.43% of 310,000 active; ADP-Glo luminescence, NFATc1 peptide; Q63470; in the data active = inhibition above about 50%;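 also: plate controls were vehicle with enzyme for no effect and no enzyme for full effect; many of its hits are not listed in these tables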
HDAC3 inh: blocks human histone deacetylase 3; O15379; 0.15% of 320,000 active; AID 2718; recombinant HDAC3, fluorogenic peptide/trypsin coupled, fluorescence; inhibition, % at 8.3 µM; in the data active = inhibition above about 26%, passing the limit was not always enough
AI-2 QS mod: Vibrio harveyi AI-2 quorum sensing modulation; activity change, % at 7.5 µM; 0.4% of 300,000 active; Vibrio harveyi JMH597 AI-2 luminescence/OD600 ratio, 9 h; hits give low values; strain lacks LuxN and CqsS sensors; 0 = neutral-control median; in the data active = activity change below about -75%, passing the limit was not always enough;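 also: luminescence divided by OD600 gain over 9 h not by final OD600 alone; inactives centre near 13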
HSF1 inhib: HSF1 inhibition | NIH3T3-HGL HSE-luciferase, MG132-induced, luminescence 8 h; hits give low values | activity change, negative = inhibition, % at 7.5 µM (by protocol) | 0.77% of 300,000 active;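 active = more than half of replicate wells show activity change below -50%, luminescence cut by over half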;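 also: luciferase reports HSF-1 transcriptional activity via heat shock element; 0% = median of DMSO wells and -100% = zero luminescence signal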
An asterisk follows results filed as active; i = inactive; . = not tested or not shown.

Screens by letter: A = HSF-1 act; B = Platelet DG rel; C = HSP90 inh; D = PolyA inh; E = GSK3B inh; F = GSK3 alpha inh; G = Dyrk1A ADPGlo; H = HDAC3 inh; I = AI-2 QS mod; J = HSF1 inhib
O=C(Nc1nnc(SCc2c(Cl)cccc2Cl)s1)C1CCCO1 (stereo not drawn)
  A = -7	B = 8	C = -3	D = i	E = 4	F = .	G = 3	H = 4	I = 24	J = -9

Cc1cccc(NC(=O)C2CC(=O)OC23CCCC3)c1 (stereo not drawn)
  A = 5	B = 0	C = -1	D = i	E = 2	F = -2	G = -6	H = 0	I = 7	J = -1

O=C(c1ccccc1)N1N=C(C(F)(F)F)CC1(O)c1ccccc1 (stereo not drawn)
  A = 2	B = 8	C = 3	D = i	E = 0	F = -3	G = 7	H = 2	I = -15	J = -1

O=C(Nc1ccc(Cl)c(C(F)(F)F)c1)c1ccncc1
  A = 2	B = 2	C = 0	D = i	E = 0	F = -1	G = 23	H = 6	I = -4	J = 4

O=C(COC(=O)/C=C/c1cccc(F)c1)NNC(=O)c1ccccc1
  A = .	B = 1	C = -2	D = i	E = -2	F = -2	G = -6	H = 0	I = 21	J = .

O=C1CCC(=O)N1c1ccccc1OS(=O)(=O)c1ccccc1
  A = -30	B = -10	C = 4	D = i	E = -6	F = 0	G = -1	H = -6	I = 5	J = -9

Cc1ccc(-c2cc(C(=O)Nc3ccc(S(=O)(=O)Nc4onc(C)c4C)cc3)c3ccccc3n2)cc1
  A = 13	B = -3	C = 0	D = i	E = 3	F = -3	G = -2	H = -1	I = 29	J = 5

COc1ccc(-n2c(Cc3cccn3C)nnc2SCC(=O)NCc2ccc(F)cc2)cc1
  A = 15	B = 22	C = -4	D = i	E = 1	F = 0	G = -4	H = -6	I = 9	J = 5

CCN1C(=O)[C@@H]2[C@@H](c3ccc(-c4ccc(F)cc4)cc3)N3CCCC[C@@]3(C(=O)OC)[C@@H]2C1=O
  A = 21	B = 6	C = .	D = i	E = -2	F = -1	G = -1	H = 4	I = 14	J = 2

Cc1ccccc1OCCC(=O)OCC(=O)N(C)c1c(N)n(Cc2ccccc2)c(=O)[nH]c1=O
  A = 2	B = 17	C = -1	D = i	E = -1	F = -1	G = -4	H = 2	I = 18	J = -4

A second format for part of the listing above.
Results follow in this order: HSF-1 act, Platelet DG rel, HSP90 inh, PolyA inh, GSK3B inh, GSK3 alpha inh, Dyrk1A ADPGlo, HDAC3 inh, AI-2 QS mod, HSF1 inhib
> Cc1ccccc1OCCC(=O)OCC(=O)N(C)c1c(N)n(Cc2ccccc2)c(=O)[nH]c1=O
  2, 17, -1, i, -1, -1, -4, 2, 18, -4
> O=C(Nc1ccc(Cl)c(C(F)(F)F)c1)c1ccncc1
  2, 2, 0, i, 0, -1, 23, 6, -4, 4
> CCN1C(=O)[C@@H]2[C@@H](c3ccc(-c4ccc(F)cc4)cc3)N3CCCC[C@@]3(C(=O)OC)[C@@H]2C1=O
  21, 6, ., i, -2, -1, -1, 4, 14, 2
> COc1ccc(-n2c(Cc3cccn3C)nnc2SCC(=O)NCc2ccc(F)cc2)cc1
  15, 22, -4, i, 1, 0, -4, -6, 9, 5

(list continues)
Screens by letter: A = HSF-1 act; B = Platelet DG rel; C = HSP90 inh; D = PolyA inh; E = GSK3B inh; F = GSK3 alpha inh; G = Dyrk1A ADPGlo; H = HDAC3 inh; I = AI-2 QS mod; J = HSF1 inhib
COc1cc(-c2nc3oc4ccccc4c(=O)c3c(=O)n2Cc2ccco2)cc(OC)c1OC
  A = -32	B = -2	C = -1	D = i	E = -4	F = 0	G = 3	H = 17	I = 5	J = -29

Cc1sc2nc(SCC(=O)N(C)c3ccccc3)n(C)c(=O)c2c1C
  A = -9	B = -20	C = 3	D = i	E = 0	F = -1	G = 29	H = .	I = 30	J = 5

O=C(CCSc1ccccc1)Nc1ccccc1C(=O)N1CCCC1
  A = -4	B = -6	C = 3	D = i	E = 0	F = 0	G = 13	H = 0	I = 14	J = -5

Cc1noc(C)c1C(=O)Nc1ccc(Cl)cc1C(F)(F)F
  A = 45	B = 2	C = -3	D = i	E = 0	F = 4	G = 3	H = 2	I = 27	J = 16

CC(C)Cn1c(/C=C/c2ccccc2)nc2ccccc21
  A = 89*	B = -7	C = 4	D = i	E = 0	F = 0	G = 0	H = .	I = 5	J = 53

CCN(CC)S(=O)(=O)c1ccc(C)c(NC(=O)COC(=O)C=C(C)C)c1
  A = 6	B = -9	C = 0	D = i	E = -5	F = -1	G = -5	H = 0	I = -6	J = 0

Cc1ccc(NC(=O)CN(C)S(=O)(=O)c2cccs2)c(Br)c1
  A = -26	B = 1	C = -1	D = i	E = .	F = 0	G = -4	H = 5	I = .	J = -11

Cc1onc(-c2ccccc2)c1CNC(=O)C1COc2ccccc2O1 (stereo not drawn)
  A = 6	B = -1	C = 2	D = i	E = 5	F = -6	G = -2	H = -5	I = 8	J = 0

COC(=O)CSc1nc2ccccc2o1
  A = -11	B = 3	C = -4	D = i	E = 1	F = -2	G = -2	H = -5	I = 22	J = -7

O=C(NNc1cccc([N+](=O)[O-])c1)/C(=C\c1cccnc1)NC(=O)c1ccccc1
  A = 15	B = 12	C = 5	D = i	E = -5	F = -1	G = 12	H = 8	I = 21	J = -5

COc1ccc2nc(C)cc(NCc3ccc(F)cc3)c2c1
  A = -26	B = -20	C = 9	D = i	E = 0	F = 2	G = -3	H = 0	I = 15	J = -6

COc1cc2cc(C(c3nnnn3C(C)(C)C)N3CCC(C)CC3)c(=O)[nH]c2cc1OC (stereo not drawn)
  A = 39	B = 1	C = 4	D = i	E = -2	F = 0	G = -4	H = -4	I = -10	J = 6

CCN1CCN(C(=O)c2cc3c(-c4ccc(Cl)cc4)nn(C)c3s2)CC1
  A = 35	B = -4	C = 4	D = i	E = -4	F = 4	G = 8	H = -3	I = -6	J = 13

Cn1cccc1/C=C1\SC(=S)N(Nc2ccccc2)C1=O
  A = -5	B = 3	C = 1	D = i	E = 1	F = 0	G = -7	H = 5	I = 7	J = 0

Cc1cccc(CSCCNC(=O)CCSc2ccccc2)c1
  A = 15	B = -2	C = -2	D = i	E = 2	F = -2	G = 1	H = 4	I = 2	J = 8

COc1ccc2c(CC(=O)N[C@@H](Cc3ccccc3)C(=O)O)cc(=O)oc2c1C
  A = -8	B = 0	C = 5	D = i	E = -1	F = 5	G = -1	H = -45	I = 9	J = -3

Cc1ccc2nc(N3C(=O)C(O)=C(C(=O)c4ccco4)C3c3ccc(C)o3)sc2c1 (stereo not drawn)
  A = 15	B = -1	C = 7	D = i	E = 1	F = 0	G = 8	H = 4	I = 50	J = 9

C=CCSc1n[nH]c2nc3c(c(=O)n12)C1(CCCC1)Cc1ccccc1-3
  A = .	B = .	C = 6	D = .	E = .	F = 0	G = 6	H = 1	I = .	J = .

Cc1cc(C)c(C(=O)CC2(O)C(=O)Nc3ccccc32)cc1C (stereo not drawn)
  A = 11	B = -8	C = 2	D = i	E = 1	F = .	G = 5	H = 3	I = 23	J = 6

Cc1ccc(S(=O)(=O)Nc2nc(C)cc(-n3nc(C)cc3C)n2)cc1
  A = -8	B = 3	C = 6	D = i	E = 8	F = -4	G = -1	H = -4	I = 1	J = -1

Cc1cc(C)nc(SCC(=O)N(C)CC(=O)Nc2c(Cl)cccc2Cl)n1
  A = 0	B = -13	C = .	D = i	E = 1	F = -1	G = .	H = 0	I = 21	J = -3

CCn1c(SCC(=O)Nc2nncs2)nnc1-c1ccco1
  A = 4	B = 1	C = 3	D = i	E = 3	F = -1	G = 5	H = -6	I = -10	J = -7

C/C(=N/NC(=O)CNC(=O)Cc1ccc(Cl)cc1)c1ccco1
  A = 31	B = -1	C = -2	D = i	E = 3	F = 7	G = .	H = -1	I = 6	J = 6

O=S1(=O)CCN(Cc2csc(-c3cccs3)n2)CC1
  A = 22	B = 52*	C = 5	D = i	E = -3	F = 5	G = 4	H = 0	I = 46	J = 17

COC(=O)C(Cc1ccc(OC(=O)c2ccccc2C)cc1)N1Cc2ccccc2C1=O (stereo not drawn)
  A = 44	B = -9	C = 1	D = i	E = -1	F = -1	G = -1	H = -4	I = 28	J = 13

CCC(C)NS(=O)(=O)c1cccs1 (stereo not drawn)
  A = 6	B = 8	C = 1	D = i	E = 0	F = -2	G = 2	H = 1	I = 6	J = -3

CCOc1ccc(N2C(N)=NC(N)=NC2(C)C)cc1
  A = 5	B = -1	C = 2	D = i	E = 0	F = 0	G = 3	H = -2	I = 2	J = -10

CN(CC(=O)N1CCc2ccccc21)S(=O)(=O)c1cccs1
  A = 39	B = 1	C = 0	D = i	E = -2	F = 1	G = 2	H = -3	I = 1	J = 25

COc1cc2c3nnc(-c4ccc(F)cc4)c-3cn(Cc3ccc(F)cc3)c2cc1OC
  A = 4	B = 3	C = -3	D = i	E = 1	F = 8	G = 14	H = -2	I = 35	J = 7

COCC(=O)N1CCC(n2nccc2NC(=O)CCOc2ccccc2)CC1
  A = 29	B = -3	C = 3	D = i	E = -1	F = 0	G = 2	H = 7	I = 1	J = 10

O=C(Nc1cccc2ncccc12)c1ccc2c(c1)OCCO2
  A = 22	B = -4	C = -1	D = i	E = 5	F = -1	G = 9	H = -2	I = 33	J = -4

CCn1c(SC)nnc1-c1ccc(S(=O)(=O)N2CCCCC2)cc1
  A = -6	B = 10	C = -2	D = i	E = -1	F = -4	G = 3	H = -24	I = 20	J = -5

CC1(C)C(=O)Nc2ccccc2N1C(=O)COC(=O)Cn1cnc2ccccc2c1=O
  A = 4	B = -1	C = -1	D = i	E = -1	F = 5	G = 5	H = 5	I = 7	J = 6

Cc1ccc(-c2cc(C(=O)N3CCCCC3)c3ccccc3n2)cc1C
  A = 41	B = 10	C = -2	D = i	E = 4	F = -1	G = -6	H = -1	I = 2	J = 20

COc1ccccc1C(=O)N1CCNC(=O)C1CC(=O)Nc1ccc(Cl)cc1 (stereo not drawn)
  A = 9	B = 3	C = -1	D = i	E = 2	F = 1	G = 2	H = 1	I = 21	J = -1

CC(=O)O[C@H]1CC[C@@]2(C)C(CCC3C2CC[C@]2(C)OC(=O)CCC32)C1 (stereo partly drawn)
  A = -3	B = -2	C = 3	D = i	E = -2	F = -3	G = -4	H = -1	I = 16	J = -1

CC(Oc1ccc(Cl)cc1Cl)C(=O)OCn1nnc2ccccc2c1=O (stereo not drawn)
  A = -4	B = 9	C = 0	D = i	E = 0	F = 1	G = -9	H = -2	I = -4	J = -7

COc1cc(Cl)c(C)cc1NC(=O)c1cc(S(=O)(=O)N(C)C)ccc1N1CCCC1
  A = 20	B = 11	C = 6	D = i	E = 2	F = -2	G = 2	H = 7	I = 50	J = 5

Only part of the results is shown (hit frequency here may not be typical).
